Assay outcomes: PubChem, National Center for Advancing Translational Sciences (NCATS)
AmpC detergent = qHTS Inhibitors of AmpC Beta-Lactamase (assay with detergent). AmpC hydrolysis of nitrocefin, absorbance 480 nm, 0.01% Triton. actives 0.041% (n = 370,000). Potency, µM (titrated, usually from 114 µM), for the others: at the top dose activity change, negative = inhibition, hits mostly inhibitors. P00811. AID 485294, 2010;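 further: potency means the concentration at half of the fitted maximal effect; 0% = no-compound wells and -100% = no-enzyme wells; nearly all actives have a fitted effect of over 25% in size; some results filed as inactive show a strong effect at the top dose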
Target sequence (P00811 whole entry, looked up): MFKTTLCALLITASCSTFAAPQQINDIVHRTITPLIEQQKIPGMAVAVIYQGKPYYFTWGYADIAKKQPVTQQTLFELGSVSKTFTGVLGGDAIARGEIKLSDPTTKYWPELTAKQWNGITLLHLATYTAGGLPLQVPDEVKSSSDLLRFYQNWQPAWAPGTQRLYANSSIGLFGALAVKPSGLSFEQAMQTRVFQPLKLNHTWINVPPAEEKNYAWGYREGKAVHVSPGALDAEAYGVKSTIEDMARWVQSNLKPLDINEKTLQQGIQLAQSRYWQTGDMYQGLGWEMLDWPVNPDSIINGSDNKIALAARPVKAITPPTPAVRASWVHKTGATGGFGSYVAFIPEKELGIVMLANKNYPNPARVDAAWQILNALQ
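20 mM phosphate pH 7.0 + 0.01% (detergent screen) or 0.0001% Triton X-100; 5.3 nM AmpC reagent; cpd preinc 15 min RT; nitrocefin (800 uM stock) to start; A480 q20 s × 4 min; Activity was normalised to no-enzyme and no-compound control wells.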
Tb PYK inh = qHTS of Trypanosoma Brucei Inhibitors; pyruvate kinase (Trypanosoma brucei), Q57TT1; TbPYK enzyme, Kinase-Glo Plus ATP luminescence, 45 min; Potency, µM (titrated, usually from 76.8 µM), without a hit: top-dose activity, negative = inhibition, hits mostly inhibitors; actives 0.12% (n = 410,000); further: potency means the concentration at half of the fitted maximal effect; nearly all actives have a fitted effect of over 50% in size
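Luminescence from Kinase-Glo Plus, added after a 45-minute room-temperature reaction, served as the end-point read-out. The enzyme and substrate were preincubated with compound before ADP (130 uM final) initiated turnover. Concentration-effect curves came from normalized qHTS data.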
HCMV inh = qHTS Assay for inhibitors of the human cytomegalovirus (HCMV) | HFF cells, HCMV-luciferase reporter, 72 h; stronger effect = lower value | activity change, negative = inhibition, % at 57.5 µM | actives 4.5% (n = 410,000) | AID 1259415, 2018; in the data active means activity change below about -60%; inconclusive means no clear call, values can overlap the other calls; inactive means above about -39%
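Cell-based, HFFs, 1000 cells/well, 16 h 37C; cpds in DMSO + HCMV-luc, MOI 1 PFU/cell; 72 h 37C; OneGlo luminescence after 5 min RT; norm. to buffer vs Salinomycin 10uM.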
AmpC no deterg = qHTS Inhibitors of AmpC Beta-Lactamase (assay without detergent). Potency, µM (top dose mostly 57.1 µM), inactives show at the highest dose activity change, negative = inhibition, usual class: inhibitors. actives 0.52% (n = 330,000). P00811. AmpC nitrocefin hydrolysis, absorbance 480 nm, 0.0001% Triton;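 further: potency means the concentration at half of the fitted maximal effect; plate controls were no compound for no effect and no enzyme for full effect; nearly all actives have a fitted effect of over 20% in size; some results filed as inactive show a strong effect at the top dose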
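20 mM phosphate pH 7.0 + 0.01% (detergent screen) or 0.0001% Triton X-100; 5.3 nM AmpC reagent; cpd preinc 15 min RT; nitrocefin (800 uM stock) to start; A480 q20 s × 4 min; Activity was normalised to no-enzyme and no-compound control wells.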
HCV inh = qHTS Assay for Inhibitors of Hepatitis C Virus (HCV); Huh7.5.1 HCVcc-Cre infection, luciferase reporter, 44 h; Potency, µM (top dose mostly 41.8 µM), for inactives: at the top dose activity change, negative = inhibition, most hits filed as inhibitors; actives 3.4% (n = 340,000); AID 651820, 2012; further: potency means the concentration at half of the fitted maximal effect
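Compounds are dispensed onto cells plated 4 h earlier at 1,000 per well, with HCVcc-Cre virus (about 0.5 moi) added next. Following 44 h of culture, luminescent signal is measured for 15 sec after 15 min with substrate at room temperature.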
LmPK inh = qHTS Assay for Inhibitors of Leishmania Mexicana Pyruvate Kinase (LmPK) | Q27686 | purified LmPK, Kinase-Glo ATP luminescence, 1 h | Potency, µM (series often up to 57.5 µM), without a hit: top-dose activity change, negative = inhibition, actives largely listed as inhibitors | actives 0.37% (n = 290,000) | AID 1721, 2009; further: potency means the concentration at half of the fitted maximal effect
Target sequence (Q27686 whole entry, looked up): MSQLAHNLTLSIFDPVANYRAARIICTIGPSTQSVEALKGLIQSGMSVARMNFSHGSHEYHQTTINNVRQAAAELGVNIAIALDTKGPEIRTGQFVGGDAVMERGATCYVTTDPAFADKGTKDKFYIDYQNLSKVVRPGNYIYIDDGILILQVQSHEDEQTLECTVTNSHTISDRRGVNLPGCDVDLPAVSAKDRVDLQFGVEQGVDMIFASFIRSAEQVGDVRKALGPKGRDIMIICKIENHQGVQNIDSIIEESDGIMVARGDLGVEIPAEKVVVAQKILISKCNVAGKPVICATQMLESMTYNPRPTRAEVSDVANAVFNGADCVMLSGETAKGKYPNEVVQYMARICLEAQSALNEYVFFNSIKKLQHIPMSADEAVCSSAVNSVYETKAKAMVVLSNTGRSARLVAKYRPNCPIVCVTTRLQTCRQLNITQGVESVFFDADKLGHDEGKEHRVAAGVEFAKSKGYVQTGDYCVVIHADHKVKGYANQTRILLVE
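0.1 nM LmPK, 0.5 mM PEP, 0.1 mM ADP; 50 mM imidazole pH 7.2, 7 mM MgCl2, 50 mM KCl; 1 h RT. Kinase-Glo luminescence readout, normalized to no-enzyme (full inhibition) and uninhibited wells.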
AMA1 RON2 block = qHTS for Inhibitors of AMA1-RON; Towards Development of Antimalarial Drug Lead: Primary Screen; Plasmodium falciparum AMA1 (3D7) - RON2 peptide interaction; AlphaScreen AMA1-biotinylated RON2 peptide binding; Potency, µM (titrated, usually from 58.2 µM), inactives show at the highest dose activity change, negative = inhibition, usual class: inhibitors; actives 0.2% (n = 360,000);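 further: potency means the concentration at half of the fitted maximal effect; 0% = vehicle wells and -100% = peptide control; nearly all actives have a fitted effect of over 45% in size; some results filed as inactive show a strong effect at the top dose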
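AMA1 (3D7) with his tag at 25 nM final met compounds first, then biotinylated RON2 peptide at 25 nM; detection used donor plus acceptor beads, 10 µg/mL apiece, read by AlphaScreen after 30 min at room temperature.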
Starred values were filed as active, the others as inactive; ? = inconclusive; · = no result given; [ ] = another dose, or the depositor's remark. Unless noted, the call rests on the fitted dose curve; in most records, active means well fitted curve in the direction sought with a large enough effect; inconclusive means small, poorly fitted or top-dose-only effect, or another doubt; inactive means no such curve, though single readings can be large; an effect the other way counts as inactive or inconclusive. Unless noted, on the % scale 0 is the no-effect control and ±100 the full control effect. Rows were taken by chance; overall some 7.5% were active at least once.

A first look:
SMILES	AmpC detergent	Tb PYK inh	HCMV inh	AmpC no deterg	HCV inh	LmPK inh	AMA1 RON2 block
COC(=O)c1c(-c2ccco2)csc1NC(=O)C1CC=CCC1C(=O)O (stereo not drawn)	6%	-7%	12	3%	12%	7%	-4%
Cc1ccc2nc(SCC(=O)Nc3cc(C)on3)c(C)cc2c1	-8%	-1%	23	-12%	-10%	-4%	5%

This part in full (from the top)
SMILES	AmpC detergent	Tb PYK inh	HCMV inh	AmpC no deterg	HCV inh	LmPK inh	AMA1 RON2 block
COC(=O)c1c(-c2ccco2)csc1NC(=O)C1CC=CCC1C(=O)O (stereo not drawn)	6%	-7%	12	3%	12%	7%	-4%
Cc1ccc2nc(SCC(=O)Nc3cc(C)on3)c(C)cc2c1	-8%	-1%	23	-12%	-10%	-4%	5%
COc1ccc(Br)cc1S(=O)(=O)NCCN1CCOCC1	?	1%	-33	-6%	16%	-4%	1%
CCCC(C)C(=O)Nc1ccncc1 (stereo not drawn)	?	-3%	31	-11%	10%	2%	-8%
CN(C)CCNc1nc2c(c(=O)[nH]c(=O)n2C)n1CC(O)COc1ccc(Cl)cc1 (stereo not drawn)	-16%	6%	-17	-27%	-1%	-2%	2%
CCc1cc2c(=O)[nH]c(N3CCOCC3)nc2s1	2%	1%	12	-18%	15%	-5%	-4%
C=CCn1c(O)c(C(C)=NCCCN(C)C)c(=O)[nH]c1=O	5%	-3%	85	-8%	26%	-10%	-21%
CCCCNS(=O)(=O)c1ccc2nc(-c3cccs3)cc(C(=O)NCC(OC)OC)c2c1	0%	·	·	49%	0%[0.335 µM]	0%	·
Cc1cc(Br)ccc1OCCCCNCCO	-6%	18%	-13	17%	10µM*	0%	-7%
Cc1c(Cl)cc(C(C)C)c(O)c1CN1CCOCC1	·	-4%	9	·	3%	·	-13%
COc1ccc(-c2cc(C(F)(F)F)n3nc(C(=O)NCCCN4CCOCC4)cc3n2)cc1	1%	0%	-21	8%	11µM*	-4%	7%
COc1cc(OC)cc(C(=O)Nc2cc3c(cc2N2CCCCC2)n(C)c(=O)n3C)c1	19%	4%	17	·	·	·	·
COc1ccc(C(CNC(=O)C(C)Oc2ccc(Br)cc2)N2CCOCC2)cc1 (stereo not drawn)	?	-3%	-26	199%[activator]	13%	·	33%[activator]
O=C(CN1C(=O)NC2(CCCC2)C1=O)OCc1ccccc1F	-14%	4%	?	-13%	-1%	·	1%[11.6 µM]
Cc1noc(C)c1C(=O)OCC(=O)N(C)C1(C#N)CCCCC1	1%	-4%	-10	-11%	?	·	0%
CCC(C)N(C(=O)Cn1nnc(-c2ccc(Cl)cc2)n1)C1CCS(=O)(=O)C1 (stereo not drawn)	0%	-4%	-3	33%	-2%	·	9%
O=C(Nc1nccc(-c2cccs2)n1)c1ccccc1Cl	-5%	-1%	-30	-18%	1%	0%	-8%
COc1ccc(Cl)c(NC(=O)Nc2c(C)n(-c3ccccc3)c(=O)n2C)c1	?	-5%	-15	-24%	?	-1%	4%
CC(C)(CCl)C(=O)Nc1ccc(C(F)(F)F)cc1	2%	9%	-76*	-13%	5%	-2%	0%
CSC(=S)N(C)C1CCS(=O)(=O)C1 (stereo not drawn)	3%	-6%	-2	-1%	-5%	-4%	15%
O=C(NC1CCCC1)C(c1cccnc1)N(Cc1ccccc1F)C(=O)c1csnn1 (stereo not drawn)	-9%	0%	-7	-12%	3%	2%	2%
CSc1ccc(S(=O)(=O)N(CC(=O)NN=C2CCN(C)CC2)c2ccc(C)cc2)cc1	7%	-5%	-39	-16%	12%	0%	5%
C=CCNC(=S)N/N=C/c1ccc(OCc2ccccc2Cl)cc1	-10%	-2%	106	-35%	-3%	5%	19%
O=C(Nc1nc(-c2cc3ccccc3oc2=O)cs1)c1ccc(Br)o1	6%	2%	-7	-22%	9%	2%	4%
Cc1cc(C(=O)N2CCCc3ccccc32)ccc1[N+](=O)[O-]	?	2%	7	-11%	2%	3%	-11%

Reformatted bar-delimited: entries from further up.
SMILES | AmpC detergent | Tb PYK inh | HCMV inh | AmpC no deterg | HCV inh | LmPK inh | AMA1 RON2 block
CSC(=S)N(C)C1CCS(=O)(=O)C1 (stereo not drawn) | 3% | -6% | -2 | -1% | -5% | -4% | 15%
O=C(NC1CCCC1)C(c1cccnc1)N(Cc1ccccc1F)C(=O)c1csnn1 (stereo not drawn) | -9% | 0% | -7 | -12% | 3% | 2% | 2%
CSc1ccc(S(=O)(=O)N(CC(=O)NN=C2CCN(C)CC2)c2ccc(C)cc2)cc1 | 7% | -5% | -39 | -16% | 12% | 0% | 5%

Later entries:
SMILES	AmpC detergent	Tb PYK inh	HCMV inh	AmpC no deterg	HCV inh	LmPK inh	AMA1 RON2 block
COc1ccc(CSC2=NCCN2)cc1Cl	?	1%	-25	18%	?	11%	41%[activator]
O=C(c1cccnc1)N1N=C2CCCCCC2C1(O)C(F)(F)F (stereo not drawn)	2%	-16%	20	3%	10%	6%	-17%
CCN1CCN(c2oc(/C=C/c3ccc(OC)c(OC)c3)nc2C#N)CC1	16%	15%	49	·	·	·	·
COCCN(C(=O)/C=C/c1cccc([N+](=O)[O-])c1)c1c(N)n(Cc2ccccc2)c(=O)[nH]c1=O	0%	-7%	-6	23%	-12%	2%	4%
CCc1ccc(OCC(=O)NNC(=O)c2cc(S(=O)(=O)N3CCOCC3)ccc2N2CCCC2)cc1	6%	7%	0	64%[activator]	-14%	·	120%[activator]
Cc1cccc(NC(=O)c2cnn(C)c2)c1C	-11%	-8%	0	-56%	14%	-1%	3%
CCOc1cc2[nH]c(=S)n(Cc3ccc(C(=O)NCCCN(CC)CC)cc3)c(=O)c2cc1OCC	1%	?	34	132%[activator]	-12%	0%	68%[activator]
CCc1ccccc1NC(=O)CN1CCCN(Cc2cc(C)ccc2C)S1(=O)=O	12%	-4%[15.4 µM]	0	·	·	·	·
O=C(CSc1cn(Cc2ccccc2)c2ccccc12)Nc1nccs1	-11%	-15%	135	-41%	-22%	9%	14%
COc1ccc(/C=C(\NC(=O)c2ccccc2)C(=O)NCc2ccco2)cc1	-4%	0%	-12	-3%	-29%	2%	-2%
CN(C)c1ccc(C2C3C=CC(C3)C2(C#N)C(=O)O)c(Br)c1 (stereo not drawn)	-15%	0%	-16	76%[activator]	24%	-7%	-2%
Cc1nn(Cc2cccc(C(=O)N3CCCC(C)C3)c2)c(C)c1[N+](=O)[O-] (stereo not drawn)	-2%	-9%	12	22%	?	-1%	14%
CCCc1nnc(NC(=O)CCC(=O)N2CCN(Cc3ccc(F)cc3)CC2)s1	?	42%	32	-3%	-9%	-5%	8%
COc1cc(SC#N)ccc1N=Cc1c(C)[nH]n(-c2ccc(Cl)cc2)c1=O	?	-10%	21	-14%	12%	-12%	5%
CCC(Cc1ccccc1)NS(=O)(=O)c1ccc2c(c1)NC(=O)C(C)S2 (stereo not drawn)	-1%	-3%	-86*	25%	?	-10%	2%
O=C(NCCO)C(=O)Nc1cc2c3c(c1)CCN3C(=O)CC2	3%	-2%	27	-11%	3%	2%	1%
CCOC(=O)c1sc(NC(=O)C2CC=CCC2C(=O)O)nc1C (stereo not drawn)	-11%	0%	54	?	7%	7%	-10%
COc1ccccc1CNCc1cc(=O)oc2c(C)c(C)ccc12	2%	-8%	-22	78%[activator]	-13%	0%	8%
COc1ccc(Cl)cc1NC(=O)N1CC(=O)Nc2sc3c(c2C1c1ccccc1)CCCC3 (stereo not drawn)	4%	-2%	5	·	·	·	·
O=C(NC1CC1)C1CCN(C2CCN(C(=O)/C=C/c3ccc(F)cc3)CC2)CC1	3%	-8%	-25	2%	3%	5%	-17%
CCc1ccc2oc(-c3cc(NC(=O)c4cccs4)ccc3Cl)nc2c1	1%	-2%	-19	·	·	·	·
CCn1c(C)c(C2=CCN(S(=O)(=O)c3ccccc3)CC2)c2ccccc21	0%	-14%	-28	18µM*	?	-1%	-30%
Cc1cccc(-c2onc3ccc(C(=O)/C=C/N(C)C)cc23)c1	-6%	4%	0	33%	?	8%	-10%
O=C(N/N=C/c1cccnc1)c1ccc(NC(=O)c2ccc(F)cc2)cc1	-6%	2%	?	-30%	6%	-3%	14%
Cc1nn(-c2ccccc2)c(Cl)c1/C=N/NC(=O)c1ccco1	-3%	1%	96	-29%	-18%	-12%	-7%

(list continues)
SMILES	AmpC detergent	Tb PYK inh	HCMV inh	AmpC no deterg	HCV inh	LmPK inh	AMA1 RON2 block
NC(=S)Cc1nc(-c2ccc(Cl)cc2)cs1	-11%	-10%	?	-60%	11µM*	1%	70%[activator]
CSc1nc2ncc3c(n2n1)CC1c2ccccc2CCN1C3=O (stereo not drawn)	-11%	·	4	-12%	15%	-2%	18%
O=C(Nc1ccc(N2CCCC2)c(Cl)c1)c1ccc([N+](=O)[O-])o1	5%	-3%	-89*	-7%	?	-16%	?
COc1ccc(Cl)cc1NC(=O)CNc1ccccc1F	2%	-6%	-34	-17%	?	0%	-10%[11.6 µM]
Cc1nnc(SCC(=O)N/N=C/c2cn(-c3ccccc3)nc2-c2ccccc2)n1-c1ccccc1	-2%	1%	3	5%	?	4%	20%
Cc1c2c(=O)n(-c3nc4ccccc4s3)nc-2cc(O)n1Cc1ccccc1	0%	3%	·	16µM*	4%	-11%	71%[activator]
C=CCCC(=O)Nc1nc(C)c(-c2csc(Nc3ccccc3OC)n2)s1	5%	-6%	-12	-36%	?	-7%	7%
Cc1ccc2nc(N3CCN(Cc4ccc(F)cc4)C3=O)c(C)cc2c1	-10%	5%	-4	23%	?	-4%	-19%
O[C@H]1C[C@H](c2ccccc2)N(CC2CCCCC2)C[C@@H]1n1cc(C2CC2)nn1	·	0%	?	·	·	·	-8%
O=C1CCC(C(=O)N2CCN(c3cnccn3)CC2)CN1CCc1ccccc1 (stereo not drawn)	·	2%	71	·	·	·	0%
CCCc1ccc(S(=O)(=O)N(C)S(=O)(=O)c2ccc(F)cc2)cc1	0%	0%	?	-24%	2%	-1%	4%
COc1ccc(NC(=O)N(C)C[C@H]2Oc3ncc(C#C[C@@H](C)O)cc3C(=O)N([C@H](C)CO)C[C@H]2C)cc1	·	-3%	10	·	·	·	-29%
O=C(N/N=C/c1cc2ccccc2[nH]1)c1ccccc1Cl	-12%	-5%	60	-27%	-14%	11%	0%
